High-throughput results deposited in PubChem by several laboratories.
NCOA1 inh – SRC1 coactivator transcriptional activity inhibitors, primary screen, cell-based, luminescence; inhibition, % at 3.6 µM; Nuclear receptor coactivator 1 (Homo sapiens), Q15788; actives 0.12% (n = 360,000); HEK293 GAL4-SRC1 luciferase reporter;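 active = inhibition above the campaign mean plus 3 SD, with each screening campaign given its own cutoff, cut at about 60% in these data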;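 also: 0% = DMSO treated cells and 100% = gossypol at 36 µM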
NOD2-RIPK2 inh – NOD2-RIPK2 binding disruptors in cells, primary screen, fluorescence, CHO cells, BLA complementation; Receptor-interacting serine/threonine-protein kinase 2 (Homo sapiens), O43353; CCF4 ratio; inhibition, % at 4.98 µM; actives 0.38% (n = 360,000); AID 624267, 2012; in the data active = inhibition above about 21%;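 also: 0% = vehicle only and 100% = reference blocker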
NCOA3 inh – SRC3 coactivator transcriptional activity inhibitors, primary screen, cell-based, luminescence | Nuclear receptor coactivator 3 (Homo sapiens), Q9Y6Q9 | HEK293 GAL4-SRC3 luciferase reporter | inhibition, % at 3.6 µM | actives 0.17% (n = 360,000);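 active = inhibition above a per-campaign cutoff, the mean of all compounds plus 3 SD, cut at about 60% in these data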;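 also: 0% = DMSO-treated cells and 100% = gossypol-treated cells at 36 µM; higher means less SRC3-driven luciferase light from the GAL4 reporter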
NR5A2 inv ag – LRH-1 (NR5A2) inverse agonists, primary screen, cell-based, luminescence, HEK293T, StAR-luciferase reporter. Nuclear receptor subfamily 5 group A member 2 (Homo sapiens), O00482. inhibition, % at 3.6 µM. LRH-1 transfected, 24 h. actives 0.13% (n = 360,000);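 active = inhibition above the mean inhibition of all tested compounds plus 3 SD, cut at about 73% in these data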;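 also: 0% = DMSO wells and 100% = reporter-only cells lacking LRH-1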
Target sequence (O00482 whole entry, looked up): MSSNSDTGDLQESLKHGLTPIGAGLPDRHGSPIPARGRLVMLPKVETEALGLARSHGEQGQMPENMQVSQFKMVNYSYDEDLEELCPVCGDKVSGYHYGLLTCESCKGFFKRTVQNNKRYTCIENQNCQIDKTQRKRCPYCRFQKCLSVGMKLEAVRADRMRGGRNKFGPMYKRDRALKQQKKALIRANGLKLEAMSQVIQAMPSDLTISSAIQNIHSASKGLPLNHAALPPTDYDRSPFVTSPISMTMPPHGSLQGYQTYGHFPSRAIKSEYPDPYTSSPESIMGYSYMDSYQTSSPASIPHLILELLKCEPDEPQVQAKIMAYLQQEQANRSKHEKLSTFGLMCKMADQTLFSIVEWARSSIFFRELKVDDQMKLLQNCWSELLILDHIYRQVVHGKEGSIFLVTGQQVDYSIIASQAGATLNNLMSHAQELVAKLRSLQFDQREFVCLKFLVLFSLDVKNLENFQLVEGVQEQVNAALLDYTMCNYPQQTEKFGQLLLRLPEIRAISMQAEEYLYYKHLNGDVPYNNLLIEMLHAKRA
Exocytosis inh – LAMP-1 surface exposure blockers, TALL-104 cells – cell-based, flow cytometry, MLPCN library, primary screen; TALL-104 LAMP-1 surface exposure; cells stimulated with thapsigargin and PMA; inhibition, % at 10 µM; actives 0.66% (n = 360,000);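 active = inhibition above about 55%, limit read from the data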
TROY signal inh – inhibitors of TROY-driven NF-kB signaling, primary screen, Q293 LMP1-TROYcd cells, NF-kB luciferase, uHTS; Q293 LMP1-TROYcd NF-kB luciferase reporter, 4 h; AID 1347056, 2019; inhibition, % at 10 µM; actives 0.98% (n = 360,000);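 active = compounds whose plate-normalised and pattern-corrected inhibition of the luciferase reporter signal at the single screening dose is 50% or more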
COUP-TFII inh – NR2F2 transcriptional activity inhibitors, primary screen, cell-based, luciferase reporter, HEK293T, luminescence; COUP transcription factor 2 (Homo sapiens), P24468; AID 686940, 2013; actives 0.7% (n = 370,000); inhibition, % at 8.6 µM; HEK293T NGFI-A luciferase reporter;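 active = inhibition above a per-plate cutoff, mean inhibition of test wells between control levels plus 3 SD, cut at about 38% in these data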;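 also: cells cotransfected with COUP-TFII expression vector driving the NGFI-A reporter; 0% = median of COUP-TF2 test wells and 100% = reporter-only cells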
Target sequence (P24468 whole entry, looked up): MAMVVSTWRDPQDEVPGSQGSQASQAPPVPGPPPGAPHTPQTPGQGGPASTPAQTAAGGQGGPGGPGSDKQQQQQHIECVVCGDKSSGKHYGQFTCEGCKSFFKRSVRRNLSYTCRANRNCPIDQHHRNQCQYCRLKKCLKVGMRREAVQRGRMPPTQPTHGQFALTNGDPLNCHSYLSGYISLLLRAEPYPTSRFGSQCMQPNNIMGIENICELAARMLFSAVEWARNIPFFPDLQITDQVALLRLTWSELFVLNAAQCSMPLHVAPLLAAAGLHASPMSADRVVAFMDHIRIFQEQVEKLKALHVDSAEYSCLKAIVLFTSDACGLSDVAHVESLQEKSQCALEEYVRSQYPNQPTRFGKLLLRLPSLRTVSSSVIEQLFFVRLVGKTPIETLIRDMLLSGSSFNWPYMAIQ
NCOA2 inhibitor – inhibition of GAL4-SRC2 driven luciferase reporter, primary screen, SRC2 inhibitor project, cell-based, luminescence; AID 651957, 2012; Nuclear receptor coactivator 2 (Homo sapiens), Q15596; inhibition, % at 9 µM; HEK293 GAL4-SRC2 luciferase reporter; actives 0.17% (n = 370,000);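 active = inhibition above the mean inhibition of all tested compounds plus 3 SD, set per campaign, cut at about 52% in these data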;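 also: 0% = DMSO treated cells and 100% = cells given Gossypol at 36 µM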
TWEAK Fn14 block – inhibitors of TWEAK-Fn14 signaling, primary screen, luciferase reporter cells, uHTS | TWEAK-stimulated Fn14 reporter cells, luciferase luminescence, 8 h | inhibition, % at 10 µM | actives 2% (n = 360,000); in the data active = inhibition above about 50%
TLR9-MyD88 inh – inhibitors of TLR9-MyD88 association in cells, primary screen, cell-based, CHO, BLA complementation, fluorescence; CCF4 FRET ratio; inhibition, % at 4.98 µM; actives 0.21% (n = 340,000);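 active = inhibition above the mean over all tested compounds plus 3 SD, cut at about 21% in these data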;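 also: 0% = DMSO only wells and 100% = clavulanate BLA inhibitor control wells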
ABHD5 PLIN5 PPI – ABHD5-PLIN5 interaction inhibitors, primary screen, cell lysate, split luciferase complementation, luminescence. Split G. princeps luciferase complementation, 4 h. inhibition, % at 4 µM. actives 0.78% (n = 360,000). AID 602281, 2012;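 active = inhibition above the mean inhibition across every tested compound plus 3 SD, cut at about 22% in these data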;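 also: 0% = DMSO only wells and the 100% control is not disclosed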
The depositor's hits bear a star; . = no result given. An excerpt; the hit share may differ from the screen's.

SMILES | NCOA1 inh | NOD2-RIPK2 inh | NCOA3 inh | NR5A2 inv ag | Exocytosis inh | TROY signal inh | COUP-TFII inh | NCOA2 inhibitor | TWEAK Fn14 block | TLR9-MyD88 inh | ABHD5 PLIN5 PPI
Cc1cccc2[nH]c3c(=O)n(CCN4CCNCC4)cnc3c12 | -12 | -12 | 4 | 24 | -3 | 11 | 13 | -6 | -14 | -13 | -2
CCCCn1c(=O)[nH]c(=O)c2c1nc(-c1ccc(OCC)cc1)n2CC | -12 | -9 | -6 | 36 | -12 | 7 | 4 | 1 | -13 | 10 | -8
Cc1c(C(=O)OCC(=O)N(C)c2ccccc2)oc2ccccc12 | -33 | -5 | -32 | -101 | -4 | -16 | 5 | -60 | -36 | -10 | -4
CN(Cc1ccccc1)S(=O)(=O)c1ccc(N2CCCC2=O)cc1 | -10 | 1 | -3 | 0 | 11 | -12 | 5 | -2 | 16 | -6 | -3
COc1ccccc1/C=C/C(=O)NCC(=O)N/N=C(/C)c1ccco1 | 10 | 13 | 0 | 17 | -11 | -14 | 3 | -23 | -3 | -6 | 1
Clc1ccc(NCc2cccnc2)cc1 | 10 | 2 | 10 | 5 | -11 | -2 | -10 | -18 | 18 | 6 | 2
O=C(NCc1ccccc1)c1noc2c1CCCCC2 | -111 | 8 | -53 | -117 | 0 | -20 | -50 | -33 | -4 | 3 | 6
CCCn1c(SCC(=O)N2CCCCC2)nnc1-c1ccco1 | -9 | -16 | -12 | 0 | -1 | -4 | -3 | -21 | -1 | 1 | 5
N#CCCN(C(=O)COC(=O)c1ccc(S(=O)(=O)N2CCOCC2)cc1)c1ccccc1 | 12 | -7 | -13 | -1 | -2 | 7 | -9 | -3 | -10 | -26 | 2
Cc1cc2oc(=O)cc(CN3CCCC3)c2cc1C | -32 | 5 | 1 | -23 | 2 | 1 | -10 | 0 | -9 | . | 6
C=CCn1c(SCC(=O)Nc2ccc(-c3nc4ccc(C)cc4s3)cc2)nnc1-c1ccncc1 | -97 | 1 | -85 | -97 | -2 | -30 | -42 | -61 | -25 | 10 | 7
CCC1CCC2(CC1)NC(=O)N(CC(=O)Nc1ccc(OC)cc1)C2=O (stereo not given) | 4 | 0 | -95 | 13 | -3 | -14 | -13 | 0 | 3 | -2 | -1
Cc1cccc2cc(CN(CC3CCCO3)C(=O)c3cccnc3)c3nnnn3c12 (stereo not given) | -22 | -10 | 1 | -4 | 2 | 1 | 1 | -29 | -5 | 2 | 3
COc1ccc(NC(=O)c2c(-c3ccccc3Cl)noc2C)c(OC)c1 | 3 | 0 | 9 | 7 | 12 | -2 | 10 | 9 | -20 | 0 | 6
COCCNc1c(-c2ccc(OC)c(OC)c2)nc2ccc(Cl)cn12 | 3 | -13 | 2 | -5 | -1 | 3 | -18 | 2 | -3 | -8 | 3

Reprinted at random: 3 records from the list.
SMILES | NCOA1 inh | NOD2-RIPK2 inh | NCOA3 inh | NR5A2 inv ag | Exocytosis inh | TROY signal inh | COUP-TFII inh | NCOA2 inhibitor | TWEAK Fn14 block | TLR9-MyD88 inh | ABHD5 PLIN5 PPI
Clc1ccc(NCc2cccnc2)cc1 | 10 | 2 | 10 | 5 | -11 | -2 | -10 | -18 | 18 | 6 | 2
Cc1cccc2[nH]c3c(=O)n(CCN4CCNCC4)cnc3c12 | -12 | -12 | 4 | 24 | -3 | 11 | 13 | -6 | -14 | -13 | -2
CCC1CCC2(CC1)NC(=O)N(CC(=O)Nc1ccc(OC)cc1)C2=O (stereo not given) | 4 | 0 | -95 | 13 | -3 | -14 | -13 | 0 | 3 | -2 | -1

(more compounds)
SMILES | NCOA1 inh | NOD2-RIPK2 inh | NCOA3 inh | NR5A2 inv ag | Exocytosis inh | TROY signal inh | COUP-TFII inh | NCOA2 inhibitor | TWEAK Fn14 block | TLR9-MyD88 inh | ABHD5 PLIN5 PPI
Cc1cccc(S(=O)(=O)C(C#N)c2nc3ccccc3nc2N2CCOCC2)c1 (stereo not given) | 15 | 9 | 3 | -11 | 0 | 2 | 25 | 9 | -15 | 1 | -2
COc1ccc(CNC(=S)Nc2ccc(OC)cc2)cc1 | -2 | -3 | 6 | -6 | 1 | -18 | -18 | -4 | 5 | -11 | 4
CCOC(=O)COc1cccc2c(=O)n(CC(=O)N3CCCCC3)ccc12 | -1 | -4 | -8 | 14 | -1 | 19 | 3 | 1 | 10 | -12 | -2
COCCNC(=O)c1cc(-c2ccc(Cl)c(Cl)c2)on1 | -20 | -7 | -13 | 0 | -4 | -53 | -12 | 2 | -22 | 0 | -10
O=C(Nc1ccc(Br)cn1)C1CCCN1S(=O)(=O)c1ccccc1 (stereo not given) | -2 | -2 | 16 | 1 | 2 | -13 | 20 | -1 | 1 | 6 | 4
COc1cc(O)c(CC=C(C)C)c(O)c1C(=O)CCc1ccc(O)cc1 | -13 | -3 | -11 | -43 | 13 | 71* | -18 | -32 | 81* | 12 | 0
CCCCN(C(=O)CSc1nnc(-c2ccc(OC)cc2)n1C(C)C)c1c(N)n(Cc2ccccc2)c(=O)[nH]c1=O | -9 | -6 | 4 | -18 | 0 | 24 | 0 | 12 | 5 | 6 | 2
CC(=O)[C@@]12O[C@@H]1C[C@H]1[C@@H]3CC[C@H]4C[C@@H](O)CC[C@]4(C)[C@H]3CC[C@@]12C | -9 | 4 | -43 | -9 | -1 | 6 | 11 | 18 | -9 | 2 | -12
O=C(Nc1ccc(Cl)cc1)C1CCN(C(=O)c2ccco2)CC1 | -37 | 3 | 8 | -13 | 17 | 7 | 7 | 4 | -17 | 0 | -1
CCOC(=O)N1CCN(C2=C(NS(=O)(=O)c3ccccc3)C(=O)c3ccccc3C2=O)CC1 | 11 | 6 | 0 | 16 | 42 | -3 | -6 | 20 | 0 | -6 | -38
COc1ccc(NS(=O)(=O)c2ccc(N3CCOCC3)c(NC(=O)c3ccc(F)cc3)c2)cc1 | -35 | 5 | 23 | 3 | 0 | -10 | 7 | -62 | 4 | 1 | 3
Oc1ccccc1CNc1nc2ccccc2n1CCN1CCCCC1 | 7 | 6 | -21 | 5 | -3 | 17 | -24 | 2 | 3 | 1 | -1
CCC1=C2CC[C@H]3C(=O)N(C)C(=O)[C@H]3[C@H]2[C@@]2(Cc3ccccc3)C(=NCC(=O)OC)OC(=O)N2C1=O | -6 | -2 | -6 | -22 | 84* | -20 | -9 | -1 | 15 | -13 | -12
COC(=O)c1c(C)[nH]c(C)c1C(=O)c1ccccc1Cc1ccccc1 | -7 | -5 | 4 | -2 | -3 | 15 | 5 | -4 | -1 | -9 | -4
CN(C)c1cc(-c2ccccc2)nc(N)n1 | 9 | -10 | -14 | -9 | -2 | -4 | 6 | -14 | 5 | 6 | -4
CC(=O)c1ccc(N2CCN(C(=O)C3CCN(S(=O)(=O)c4ccc5c(c4)CC(C)N5C(C)=O)CC3)CC2)cc1 (stereo not given) | -6 | -22 | -1 | 21 | -1 | -14 | -9 | 1 | -15 | 4 | 7
O=C(NC1CC1)c1[nH]c(C(F)(F)F)nc1-c1ccccc1 | -4 | 4 | 2 | 3 | -2 | -1 | 11 | 6 | 6 | . | -5
Cc1cccc(NC(=O)C2CCCN2S(=O)(=O)c2ccc(F)cc2)c1C (stereo not given) | -27 | -11 | -15 | 1 | 2 | -1 | -7 | -5 | -12 | -1 | 2
COc1cc(OC)c(NC(=S)Nc2cccc(C)c2)cc1Cl | -7 | 4 | 6 | 3 | -2 | -27 | 8 | -6 | -7 | 9 | 3
CCOC(=O)C1CCN(C(=O)Cn2nc(CC)n3cccc3c2=O)CC1 | 23 | 11 | -6 | 16 | -2 | 21 | 0 | 7 | 0 | -4 | -3
N#CCCN(C(=O)Nc1ccccc1)c1ccccc1 | -6 | -9 | 3 | -15 | -2 | -1 | -1 | -29 | -3 | 2 | 6
O=C(Nc1cccc(C(F)(F)F)c1)c1ccc(Cn2cc(Br)cn2)o1 | -10 | 4 | 12 | 7 | -4 | 1 | 30 | 5 | 19 | 5 | -4
CCCc1nc2c(s1)CCc1onc(-c3ccc(Cl)cc3)c1-2 | -14 | 4 | 1 | 7 | -6 | -4 | 6 | -25 | -9 | -2 | -2
COc1ccccc1NS(=O)(=O)c1cc(C(=O)NCCCN2CCCC2=O)ccc1C | -4 | -10 | 6 | -3 | -4 | 13 | 3 | -19 | 12 | -3 | -1
CCN(CC)C(=O)CSc1nnc(CCNC(=O)OC(C)(C)C)o1 | 2 | 0 | 5 | 1 | -1 | 8 | 6 | -21 | -2 | -3 | -5
COc1cccc(-c2cc3c(-n4cccc4)ncnc3o2)c1 | -25 | 0 | -18 | 7 | -1 | 1 | -26 | -16 | 29 | -12 | -6
C/C=C/C=C/C(=O)N1CC2(CC(c3cccc(NC(=O)CCCCC)c3)=NO2)C[C@H]1C(N)=O (stereo not given in full) | -4 | -7 | -5 | -6 | 4 | -3 | 4 | -22 | -31 | -4 | 19
O=C(COc1cccc2ccccc12)N/N=C/c1ccccc1OCc1ccc(C(=O)O)cc1 | -23 | -3 | -9 | 7 | 1 | 35 | 19 | -23 | -22 | -1 | 0
Cc1[nH]n(-c2ccccc2)c(=O)c1C(=O)c1ccccc1 | -1 | -11 | 7 | 2 | 4 | 0 | 1 | -37 | 30 | 1 | -16
O=C(Nc1ccccc1)Nc1ccc(Br)c(Cl)c1 | -40 | -10 | -52 | -80 | 0 | 28 | -36 | -9 | 43 | -8 | -6
Cc1cccc(Nc2nnc(SCC(=O)Nc3ccccc3[N+](=O)[O-])s2)c1C | -12 | -3 | 0 | -13 | -2 | 21 | 8 | -35 | 28 | 7 | -4
CC(C)NC(=O)CN1CCN(C(c2ccnc3ccccc23)c2nnnn2-c2ccc3c(c2)OCCO3)CC1 (stereo not given) | . | -5 | . | 16 | -6 | 2 | -7 | -11 | 15 | . | 0
NC1=NC(=O)/C(=C\c2ccsc2)S1 | -17 | 2 | -7 | -17 | -1 | -5 | -11 | -19 | 7 | -8 | -2
Cn1cc(S(=O)(=O)NC[C@H]2O[C@@H](n3cnc4c(N)ncnc43)[C@H](O)[C@@H]2O)cn1 | 13 | 7 | 10 | 22 | 0 | -21 | 10 | -10 | 8 | -1 | 16
Cc1c(C=O)c2ccccn2c1C(=O)c1cccs1 | 8 | 2 | 17 | 9 | 0 | -2 | 19 | 22 | -25 | 1 | 2
CCC(=O)N1CCN(c2ccc(Cl)cc2NC(=O)Cc2ccc(Cl)cc2)CC1 | 8 | 9 | -2 | 13 | -1 | 6 | 2 | 13 | -9 | 4 | 4
COC(=O)c1[nH]c(C)c(/C(O)=C2\C(=O)C(=O)N(CCN3CCOCC3)C2c2cccnc2)c1C (stereo not given) | 2 | 1 | 16 | -4 | 3 | 4 | -16 | 13 | 3 | -8 | 0
